CF NFkB inh: inhibitors of PAF-induced NF-kB signaling, primary screen, cell-based, GFP fluorescence, uHTS | inhibition, % at 5 µM | AID 588850, 2011 | hit rate 0.86% among 360,000 | KKLEB NF-kB-GFP reporter, GFP fluorescence overnight;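 active = at least 50% inhibition at 5 µM, scaled per plate between neutral and stimulator controls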;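 note: PAF is a Pseudomonas aeruginosa culture filtrate used as stimulus; plate controls were PAF-stimulated DMSO wells for no effect and unstimulated DMSO wells for full effect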
KKLEB tox: cytotoxicity in KKLEB CF airway cells, primary screen, cytotoxicity control for CF NF-kB inhibitor project, cell-based, uHTS, fluorescence assay plates | KKLEB CF airway cells viability, ATPlite luminescence, overnight; active compounds read low; cells stimulated with P. aeruginosa culture filtrate | activity change (cytotoxicity), % at 5 µM | AID 602141, 2011 | hit rate 0.36% among 360,000;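 active = corrected activity change at or below -50% at 5 µM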
NR2E3 ag-1: inhibitors of NR2E3-RetCOR corepressor binding, primary screen, NR2E3 agonist project, biochemical, TR-FRET, GST-NR2E3, biotin-RetCOR; Photoreceptor-specific nuclear receptor (Homo sapiens), Q9Y5X4; 1536-well; inhibition of corepressor binding, % at 4.78 µM; hit rate 0.12% among 320,000; AID 2300, 2010;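 active = percent inhibition above the cutoff of mean plus 3 SD of all tested compounds, set per screening campaign, cut at about 20% in these data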;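 note: 0% = DMSO wells and 100% = biotin wells as full block of FRET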
Target sequence (Q9Y5X4 whole entry, looked up): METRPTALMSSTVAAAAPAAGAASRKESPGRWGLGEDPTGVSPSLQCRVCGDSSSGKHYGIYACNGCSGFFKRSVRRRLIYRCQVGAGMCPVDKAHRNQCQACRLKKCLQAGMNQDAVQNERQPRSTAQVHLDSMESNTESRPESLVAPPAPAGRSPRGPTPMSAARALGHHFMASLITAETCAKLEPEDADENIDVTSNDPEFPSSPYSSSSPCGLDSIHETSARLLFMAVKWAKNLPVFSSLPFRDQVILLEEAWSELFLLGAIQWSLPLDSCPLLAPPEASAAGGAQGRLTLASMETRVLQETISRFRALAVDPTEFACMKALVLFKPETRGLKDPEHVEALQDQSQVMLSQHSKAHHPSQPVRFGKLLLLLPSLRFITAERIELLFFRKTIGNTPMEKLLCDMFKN
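system = GST-tagged NR2E3 plus biotinylated RetCOR corepressor | input = 1.35 nM GST-NR2E3 | also added = 7 nM biotin-RetCOR | schedule = 5 h incubation at 4 °C | measured by = TR-FRET with europium anti-GST and streptavidin-D2, 340 nm excitation | read-out = percent loss of FRET ratio relative to control wells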
Shn3 inh set2: reduction of Shn3 3'UTR firefly luciferase signal, primary screen, Schnurri-3 inhibitor project, cell-based, Clone20 osteoblasts, set 2; Clone20 osteoblast Shn3 3'UTR firefly luciferase, 24 h; inhibition, % at 12.5 µM; hit rate 0.52% among 360,000; AID 588674, 2011;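 active = mean inhibition of at least 75% with every replicate also reaching 75%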;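 note: 0% = median of neutral control wells and 100% = pilot-screen positive control compound; some compounds past the cut are filed as inactive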
NR2E3 ag-2: NR2E3 agonists in two-hybrid cells, primary screen, cell-based, luminescence, CHO-S, Gal4-NCOR/VP16-NR2E3; inhibition of corepressor binding, % at 3.98 µM; luciferase; AID 602229, 2012; Photoreceptor-specific nuclear receptor (Homo sapiens), Q9Y5X4; hit rate 0.35% among 360,000;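 active = inhibition above the mean of all tested compounds plus 3 SD, cut at about 70% in these data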;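 note: 0% = DMSO with NR2E3 transfected cells and 100% = cells lacking NR2E3 construct; higher means lower luciferase signal from less NR2E3 corepressor binding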
HIF-2a block: HIF-2a reporter inhibitors, primary screen, luminescence, 786-0 RCC cells; 786-0 RCC cells HIF-2a reporter, luciferase luminescence, overnight; AID 624352, 2012; hit rate 0.72% among 360,000; inhibition, % at 18.8 µM;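 active = inhibition of the luminescence signal of 40% or more relative to plate controls, in a single-dose primary screen at 18.75 µM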
TRPM1 prom inh: inhibitors of MITF-dependent TRPM1 promoter reporter, primary screen, cell-based, SK-MEL-5, single point, luciferase | hit rate 0.83% among 330,000 | inhibition, % at 12.5 µM | SK-MEL-5 TRPM1 promoter luciferase, 24 h;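 active = mean inhibition across replicates of 60% or more, whatever share of single replicates reaches that level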; note: values of inactives mirror those of a sister screen read the other way
Peg3 prom inh: Peg3 promoter-driven luciferase inhibitors, primary screen, cell-based, HeLa, luciferase luminescence. hit rate 1.7% among 360,000. HeLa PEG-Prom luciferase reporter, overnight. inhibition, % at 20 µM;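 active = inhibition of at least 50% at 20 µM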
CaV13 FRET inh: Primary screen for inhibitors of IQ motif and Ca2+-dependent inactivation inhibitor domain binding in CACNA1D, Förster resonance energy transfer in living cells, …; HEK cells, CFP/YFP FRET ICDI-IQ, plate reader, 10 min; percent FRET-ratio fall versus neutral wells; inhibition, % at 12.3 µM; hit rate 0.098% among 340,000; AID 743397;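 active = mean replicate inhibition of at least 30% and at least 1% of replicates passing that level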;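 note: 0% = median of the neutral control wells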
Vif imaging: HIV Vif self-association inhibitors, primary screen, imaging, HEK293T, single point | HEK293T cells, Vif self-association by quenched fluorescence, 24 h | inhibition, % at 7.49 µM | hit rate 0.35% among 340,000 | AID 602346, 2012; in the data active = inhibition above about 50%, passing the limit was not always enough; note: some results filed as inactive read as strong as hits
PDI turbidity: inhibitors of human PDI, primary screen, biochemical, turbidity, single point, plate reader. Protein disulfide-isomerase (Homo sapiens), P07237. hit rate 0.052% among 350,000. inhibition, % at 10 µM. PDI insulin aggregation turbidity, A650, 90 min. AID 588391, 2011;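 active = mean inhibition across replicates of 30% or more, whatever share of single replicates reach that level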;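 note: absorbance from insulin aggregation driven by PDI reduction with DTT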
Target sequence (P07237 whole entry, looked up): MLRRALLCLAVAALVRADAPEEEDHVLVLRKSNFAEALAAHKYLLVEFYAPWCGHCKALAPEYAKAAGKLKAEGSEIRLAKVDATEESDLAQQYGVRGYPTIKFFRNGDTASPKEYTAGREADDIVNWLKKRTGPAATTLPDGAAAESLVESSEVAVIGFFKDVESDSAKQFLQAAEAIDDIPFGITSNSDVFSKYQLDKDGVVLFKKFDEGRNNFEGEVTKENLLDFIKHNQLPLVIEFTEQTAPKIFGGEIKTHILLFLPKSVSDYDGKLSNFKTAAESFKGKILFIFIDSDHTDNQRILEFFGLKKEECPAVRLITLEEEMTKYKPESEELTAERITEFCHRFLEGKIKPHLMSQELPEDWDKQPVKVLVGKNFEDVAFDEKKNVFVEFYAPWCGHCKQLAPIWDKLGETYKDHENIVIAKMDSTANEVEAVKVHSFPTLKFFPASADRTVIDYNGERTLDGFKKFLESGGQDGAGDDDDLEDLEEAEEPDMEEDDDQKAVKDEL
An asterisk follows results filed as active; x = not tested or not shown.

SMILES	CF NFkB inh	KKLEB tox	NR2E3 ag-1	Shn3 inh set2	NR2E3 ag-2	HIF-2a block	TRPM1 prom inh	Peg3 prom inh	CaV13 FRET inh	Vif imaging	PDI turbidity
COc1ccc(Cl)cc1NS(=O)(=O)c1cccc2cccnc12	15	-7	3	4	-21	17	29	16	-3	-8	-3
Cc1cccc(NC(=O)CCN2CCCC(C)C2)c1 (configuration not stated)	1	-2	0	-5	-21	21	5	12	-2	-3	-3
Cc1ccc(C2(CCNC(C)c3cccs3)CCOC(C(C)C)C2)cc1 (configuration not stated)	6	-7	x	1	2	0	6	6	1	2	4
Cc1cc(C)cc(Nc2ncc3c(n2)CC(c2ccco2)CC3=O)c1 (configuration not stated)	-9	-1	-1	0	-15	-38	-17	-6	-5	-8	1
COc1cccc(CC2(CO)CCCN(CC3=Cc4cc(OC)ccc4OC3)C2)c1 (configuration not stated)	-25	14	3	12	2	9	3	2	-4	0	5
Cc1nnc(SCC(=O)Nc2ccccc2NC(=O)CSc2nnc(C)s2)s1	-6	2	0	6	-4	17	-4	14	-1	6	-4
CC(=O)NCC(=O)NC1CC(C)(C)Cc2c1cnn2-c1ccccc1 (configuration not stated)	1	5	1	4	-12	15	9	12	-19	-7	-9
Cc1cc[n+](CC(=O)Nc2cccc(C)c2)cc1	4	10	4	-6	-19	9	6	14	-2	-1	2
O=C1NC(=O)C2(CCCCCCCCCCC2)N1	13	-3	-4	-6	2	26	4	27	-5	13	-7
COc1ccc(C)cc1NC(=O)C(Sc1nnc(-c2ccncc2)n1-c1ccc(Cl)cc1)c1ccccc1 (configuration not stated)	-8	-13	2	18	-24	7	-2	22	-2	-8	2
C=CCNC(=O)C1CC(=O)N(c2ccc(OCC(=O)Nc3cccc(OC)c3)cc2)C1 (configuration not stated)	10	-8	1	-9	-7	-72	-23	-63	-7	x	13
CCOC(=O)c1sc(=S)n(-c2cc(OC)ccc2OC)c1N	-7	10	0	-11	-9	9	-2	-20	-1	-4	0
CCOC(=O)c1ccc(N2C(=O)CC(N3CCC(C(N)=O)(N4CCCCC4)CC3)C2=O)cc1 (configuration not stated)	8	8	2	-12	-23	1	-6	3	-7	12	-2
O=C(CCCc1ccccc1)Nc1ccnn1C1CCN(Cc2ccc(CO)o2)CC1	-14	18	2	-17	17	7	-1	8	-7	1	-10
O=C(Cc1cccs1)NCCCc1ccccc1	-10	2	4	-8	-10	-18	5	-18	-2	11	5
CCc1ccc(NCCC(=O)c2ccc(Cl)cc2)cc1	-2	2	0	-32	-7	-19	4	-105	-5	29	-5
CC(c1ccccc1)N(C)C(=O)CN1CCN(S(=O)(=O)c2ccc3c(c2)OCCCO3)CC1 (configuration not stated)	6	10	2	17	19	-1	20	25	-5	5	-1
COc1ccccc1Nc1nc(-c2cccs2)cs1	-6	-2	2	-41	-23	-332	-63	-269	-7	x	-2
Cc1ccc(C(=O)C(OC(=O)c2cnccn2)c2ccccc2)cc1 (configuration not stated)	-10	14	1	0	-16	3	-15	-3	-2	18	2
COCCn1c(SCC(=O)c2cccc(OC)c2)nnc1-c1ccco1	7	2	-4	0	-1	-3	-3	-6	x	x	-9
O=C(NCc1ccccn1)C(=O)Nc1cc2c3c(c1)CC(=O)N3CCC2	-8	7	-1	-8	-17	4	4	-7	-5	-1	-39
c1ccc(-c2noc(-c3ccc4ccccc4c3)n2)cc1	-30	-11	4	29	-84	-85	43	-45	-5	8	2
O=C(CCNS(=O)(=O)c1cccs1)NCc1ccco1	3	4	-1	-8	-17	3	0	7	x	-6	-2
COc1cc(C(=O)NCc2nnc(SCC(=O)Nc3cccc(C(F)(F)F)c3)o2)cc(OC)c1OC	-1	-3	1	2	5	9	9	9	-2	-2	1
Nc1c(N(Cc2ccco2)C(=O)c2ccccc2F)c(=O)[nH]c(=O)n1Cc1ccccc1	18	5	x	-8	11	15	3	-7	-3	0	-8
Cc1ccccc1NC(=O)C(=O)NCCCN1CCOCC1	-16	21	6	-3	7	11	-2	2	-5	6	0
O=C(O)C(O)(c1ccccc1)C(O)c1ccccc1 (configuration not stated)	7	-8	-1	-5	14	18	2	9	1	8	6
CCC/C=N/NC(=O)c1cc(Br)ccc1O	-4	8	-4	-11	-25	17	0	8	-6	8	5
Cc1cc2ccccc2c(=O)n1CC(=O)NCC(=O)N1CCN(c2ccccc2F)CC1	-6	2	3	14	-15	-8	7	3	-5	-1	2
CCCNC(=O)C[C@@H]1C[C@H]2c3cc(NC(=O)c4ccc5c(c4)OCO5)ccc3O[C@H]2[C@@H](CO)O1	18	8	x	1	-14	-2	x	-22	-8	1	-3
O=C1c2ccccc2S(=O)(=O)c2cc(C(=O)N3CCN(c4ccc(Cl)cn4)CC3)ccc21	-8	4	2	-21	4	1	-2	8	-9	0	5
O=C(CSc1ccc(-c2ccc(F)cc2)nn1)N1CCCCC1	-3	19	2	-16	-46	-157	-38	-111	-8	-7	-1
Cc1cc(NC(=O)Cn2nc(C(F)(F)F)c3c2CCCC3)no1	4	9	-4	2	-11	24	-7	13	-5	11	1
COc1ccccc1NC(=O)C(O)C(O)C(=O)Nc1ccccc1OC (configuration not stated)	-13	13	3	8	-18	11	0	0	-5	21	-4
COc1ccccc1OCCNC(=O)CNC(=O)c1ccc(Cl)c(Cl)c1	-5	21	4	-6	2	1	18	5	-6	-10	-13
CCc1nn2c(NCCOC)cc(C)nc2c1-c1ccc(F)cc1	6	-13	-5	7	-34	11	-4	7	0	-1	-1
S=C(c1ccc(-c2cccc(Cl)c2)o1)N1CCCCC1	6	-8	30*	-86	-149	-272	-88	-292	-2	-4	3
COc1cccc(CN2CCN(Cc3ccc4cccc(F)c4n3)CC2CCO)c1 (configuration not stated)	19	-7	-2	-3	16	14	15	16	-5	-15	0
Cc1cccc(-n2nnc(C(=O)NCc3ccc4c(c3)OCO4)c2N)c1	20	-10	3	3	-6	-4	3	-3	x	x	-10
Nn1c(SCC(=O)Nc2ccccc2F)nnc1-c1cccs1	-4	-35	1	-14	-21	5	3	-8	-15	-1	-10
Cc1ccccc1C(=O)NC(CC(C)C)C(=O)Nc1ccc(F)c([N+](=O)[O-])c1 (configuration not stated)	-1	-9	0	2	15	30	-4	16	-5	x	-5
COCc1nnc(NC(=O)CS(=O)(=O)c2ccc(C)cc2)s1	1	3	5	-4	1	10	-1	2	-5	27	9
COc1ccc(N2CCN(C(=O)CSc3ncn[nH]3)CC2)cc1	-17	8	0	4	-17	-7	1	-4	-2	x	15
CCOC(=O)Cc1cn2c(=O)cc(CSCC(=O)Nc3ccc(C)c(C)c3)nc2s1	-11	13	2	-3	-12	-19	4	4	-5	-3	3
NC(=O)CC(NC(=O)Cc1cccc2ccccc12)c1ccc(N2CCN(c3ccc(F)cc3)CC2)c([N+](=O)[O-])c1 (configuration not stated)	-25	13	3	17	-3	15	0	12	-9	6	-1
COc1ccccc1CNC(=O)C[C@@H]1C[C@H]2c3cc(N(C)C)ccc3O[C@H]2[C@H](CO)O1	27	-7	x	4	-17	-11	x	3	-11	6	0
O=C(CCN1C(=O)c2ccccc2S1(=O)=O)N1CCN(c2cccc(Cl)c2)CC1	-6	-10	-2	6	-12	3	5	9	-7	-15	-1
O=C(CSc1nnc(CNc2ccc(F)cc2)o1)OC1CCCCC1	-7	2	0	6	-4	14	-3	0	-4	-2	6
CC1=C(C(=O)OCc2ccccc2)C(c2ccccc2)NC(=O)N1 (configuration not stated)	5	-9	1	3	-11	23	7	18	-5	26	4
O=C(Nc1cccc(Cl)c1)c1csc([C@@H]2O[C@H](CO)[C@H](O)[C@H](O)[C@H]2O)n1	3	-14	x	12	9	-1	x	-8	-3	4	-5

(listing goes on)
SMILES	CF NFkB inh	KKLEB tox	NR2E3 ag-1	Shn3 inh set2	NR2E3 ag-2	HIF-2a block	TRPM1 prom inh	Peg3 prom inh	CaV13 FRET inh	Vif imaging	PDI turbidity
O=C(N/N=C/c1ccc(O)c2ncccc12)c1cccc(Br)c1	32	-12	-5	91*	-33	0	65*	8	-180	21	-18
Cc1cc(N2CCN(c3ccccc3)CC2)n2c(n1)nc1ccccc12	-15	14	3	21	-22	-17	-23	-1	x	-3	1
Cc1c(-c2cc(C(=O)O)no2)cnn1C	2	6	5	-11	24	7	-4	12	3	9	2
O=C1[C@H](Cc2ccccc2)NCC=CC[C@@H](c2ccco2)N1Cc1ccccc1	-6	8	x	-12	-18	3	2	3	-11	-6	1
CC(=O)c1ccc(N2CCN(C(=O)c3cc(C)on3)CC2)cc1	11	2	5	-28	-9	-16	-4	-16	-7	36	8
Cc1ccc(S(=O)(=O)N(C)C)cc1NC(=S)NCCCn1ccnc1	0	-1	2	-1	2	10	-15	7	-7	15	-1
Cc1ccc(NS(=O)(=O)c2cccc(C(=O)O)c2)c(C)c1	3	0	-1	-3	-6	11	2	3	-9	8	0
Cc1ccc(-c2nc(=O)[nH]c3ccc(Br)cc23)cc1	-12	-4	x	2	-21	-1	18	3	-6	-4	-4
COC(=O)c1ccc(/C=C2/C(=O)Oc3ccccc32)cc1	-9	5	4	-1	-18	3	11	11	-3	27	6
CC(C)(C)NC[C@H](O)COc1cccc2c1CCCC2=O	-24	-4	2	10	-8	-2	6	0	-6	-2	15
COc1ccc(-c2nc3ccc(Cl)cn3c2Cc2ccc(C)cc2)cc1OC	7	15	x	-23	-14	-141	x	-68	-5	x	x
COc1ccc(C(=O)c2cc([N+](=O)[O-])ccc2N2CCN(C)CC2)cc1	19	-37	3	33	-24	12	11	16	-6	6	-8

Random excerpt: 2 records from the list.
SMILES	CF NFkB inh	KKLEB tox	NR2E3 ag-1	Shn3 inh set2	NR2E3 ag-2	HIF-2a block	TRPM1 prom inh	Peg3 prom inh	CaV13 FRET inh	Vif imaging	PDI turbidity
Nn1c(SCC(=O)Nc2ccccc2F)nnc1-c1cccs1	-4	-35	1	-14	-21	5	3	-8	-15	-1	-10
COc1ccccc1OCCNC(=O)CNC(=O)c1ccc(Cl)c(Cl)c1	-5	21	4	-6	2	1	18	5	-6	-10	-13
